Source: PubChem
RXFP1 antagonist = antagonists of human relaxin receptor RXFP1; 350,000 tested, 0.59% active; activity change, negative = inhibition, % at 57.5 µM; HEK293-RXFP1, relaxin-stimulated cAMP HTRF, 30 min; hits give low values; Q9HBX9;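 active = activity change of -60% or lower, but not beyond a set lower limit; inconclusive = change between -60% and -40%, or beyond the set limit; inactive = change above -40%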; note: % is set by controls: 0 for no effect and ±100 for the full control effect
POLI inh = inhibitors of human DNA polymerase iota. Pol iota fluorescent replication assay, 10 min. Potency, µM (titrated, usually from 115 µM), inactives show at the highest dose activity, negative = inhibition, hits mostly inhibitors. 390,000 tested, 1% active. AID 588590; note: potency is the fitted concentration of half-maximal effect
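Fluorescent replication assay read twice, at 0 min and 10 min after adding 50 nM (final) substrate. Enzyme (10 nM) and compounds were first incubated 15 min at room temperature; enzyme-free buffer wells were negative controls.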
POLH inh = DNA polymerase eta (human) inhibition. recombinant Pol eta, fluorescent DNA replication assay. Potency, µM (top dose mostly 114 µM), inactives show top-dose activity change, negative = inhibition, usual class: inhibitors. 390,000 tested, 1.2% active; note: potency is the fitted concentration of half-maximal effect; % is set by controls: 0 for no effect and ±100 for the full control effect
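Pol eta (10 nM) was preincubated with compounds for 15 min at room temperature, after which fluorescent replication substrate (50 nM final) was added to start the reaction. Fluorescence was read kinetically at 0 and 10 min.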
POLB inh = inhibitors of human DNA polymerase beta; P06746; Pol beta primer extension/strand displacement, fluorescence kinetic; Potency, µM (series often up to 114 µM), for inactives: top-dose activity change, negative = inhibition, usual class: inhibitors; 340,000 tested, 1.3% active; AID 485314; note: potency is the fitted concentration of half-maximal effect; % is set by controls: 0 for no effect and ±100 for the full control effect
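Pol beta (10 nM) was preincubated with compound for 15 min at room temperature. The reaction was then started with 50 nM substrate and read immediately and after a further 10 min at room temperature.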
APEX1 inh = blocks human APE1 abasic DNA cleavage. 350,000 tested, 0.35% active. AID 2517. Potency, µM (highest dose often 65.8 µM), inactives show top-dose activity change, negative = inhibition, usual class: inhibitors. recombinant APE1, TAMRA/BHQ-2 abasic DNA cleavage fluorescence;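 note: potency is the fitted concentration of half-maximal effect; plate controls were vehicle for no effect and reference inhibitor for full effect; nearly all actives have a fitted effect of over 55% in size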
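Readout is kinetic fluorescence (ex 525, em 598 nm) from cleavage of 50 nM TAMRA/BHQ-2 THF abasic duplex by 0.75 nM APE1, compound added 15 min beforehand at RT.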
POLK inh = DNA polymerase kappa (human) inhibition; Q9UBT6; purified Pol kappa, fluorescent DNA synthesis assay, 10 min; Potency, µM (top dose mostly 107 µM), inactives show top-dose activity, negative = inhibition, most hits filed as inhibitors; 400,000 tested, 0.53% active; note: potency is the fitted concentration of half-maximal effect; % is set by controls: 0 for no effect and ±100 for the full control effect
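Kinetic fluorescence screen: compound preincubated 15 min RT with 10 nM enzyme; 50 nM substrate (final) initiates; reads at 0/10 min.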
PGK inhibitor = blocks T. brucei phosphoglycerate kinase. P07378. PGK/GAPDH coupled, Kinase-Glo luminescence, 60 min. Potency, µM (highest dose often 57.5 µM), inactives show at the highest dose activity change, negative = inhibition, usual class: inhibitors. 380,000 tested, 0.043% active. AID 602233; note: potency is the fitted concentration of half-maximal effect; % is set by controls: 0 for no effect and ±100 for the full control effect; nearly all actives have a fitted effect of over 60% in size
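Recombinant glycosomal PGK reaction used 1,3-bisphosphoglycerate generated in-well by GAPDH (100nM final) in 100mM TEA pH 7.6, 5mM MgCl2, 0.01% Tween-20. After 60 minutes at room temperature, ATP was read by Kinase-Glo Plus luminescence end-point.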
BLM helicase inh = Bloom syndrome helicase (human) inhibition; Potency, µM (series often up to 56.1 µM), without a hit: at the top dose activity change, negative = inhibition, actives largely listed as inhibitors; recombinant BLM DNA unwinding, fluorescence dequenching; AID 2528; 350,000 tested, 0.2% active;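 note: potency is the fitted concentration of half-maximal effect; plate controls were vehicle for no effect and no enzyme for full effect; nearly all actives have a fitted effect of over 35% in size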
Apoferritin bind = candidate novel general anesthetic via apoferritin binding | P02791 | apoferritin/1-aminoanthracene competitive binding, fluorescence | AID 485281 | 350,000 tested, 0.074% active | Potency, µM (series often up to 77.5 µM), without a hit: top-dose activity change, negative = displacement, usual class: inhibitors; note: potency is the fitted concentration of half-maximal effect; % is set by controls: 0 for no effect and ±100 for the full control effect; nearly all actives have a fitted effect of over 20% in size
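In PBS, apoferritin at 10 uM is loaded with 1-AMA from a 50% saturated solution. After 10 min of compound exposure at ambient temperature, reduced 535 nm fluorescence indicates probe displacement.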
* marks the source's active call; other numbers are inactive results; i = inactive; ? = inconclusive; / = not tested or not shown; & = joins results of further samples; [ ] = remark or other dose. Unless noted, calls come from the whole dose curve; as a rule, active = well fitted curve in the direction sought with a large enough effect; inconclusive = small, poorly fitted or top-dose-only effect, or another doubt; inactive = no such curve, though single readings can be large; an effect the other way counts as inactive or inconclusive. Some of the compounds tested, so the mix of outcomes need not match the whole.

molecule	RXFP1 antagonist	POLI inh	POLH inh	POLB inh	APEX1 inh	POLK inh	PGK inhibitor	BLM helicase inh	Apoferritin bind
C[n+]1cc(-c2ccccc2)n2c1CCCCC2	-1	15%	3%	19%	0%	0%	15%	1%	-7%
CC(C)(C)OC(=O)NCCCCCNC(=O)c1nc[nH]c1C(=O)N1CCN(c2ccccc2)CC1	/	1%	-5%	/	4%	-20%	-9%	/	/
CCCC(=O)Nc1cc(Cl)ccc1N1CCN(C(=O)CC)CC1	0	?	-10%	5%	-4%	1%	-7%	-1%	5%
CC(Oc1ccc2oc(-c3ccccc3)c(C(=O)O)c2c1)C(=O)O (stereo not given)	-6	3%	2%	9%	21%	-15%	-2%	-8%	-4%
COC(=O)c1sccc1NC(=O)c1ccccc1Br	-19	3%	-6%	/	/	1%	0%	/	/
Cc1cccn2cc(CNC(=O)C3CCCCC3)nc12	-11	0%	-4%	9%	7%	-19%	i	3%	-2%
CSc1ccccc1OCc1cc(C(=O)N2CCN(Cc3nccn3C)CC2)no1	7	16%	-5%	15%	26%	-11%	-1%	-8%	-19%
O=C(Nc1nnc(COc2ccc(Cl)cc2)s1)c1ccco1	-12	149%[activator]	-1%	28%	-2%	-6%	8%	-8%	-11%
COC(=O)c1c(C)[nH]c(C(=O)OCC(=O)c2c(N)n(CC(C)C)c(=O)n(C)c2=O)c1C	-4	24%	-14%	/	-1%	-13%	-8%	/	/
COc1ccc(N=C2SC(C(=O)Nc3ccc4c(c3)OCO4)CC(=O)N2C)cc1 (stereo not given)	-6&-14	11%&-11%	-18%&-12%	-4%	-3%	-1%&0%	-10%	-4%	?
COc1ccc(-c2noc(-c3cc(C)cc(C)c3)n2)cc1OC	/	16%	-6%	-2%	0%	6%	-9%	-3%	-4%
O=C(CCN1C(=O)C2C3CCC(C3)C2C1=O)OCC(=O)c1cccc([N+](=O)[O-])c1 (stereo not given)	0	22%	-8%	22%	16%	-14%	-2%	2%	-16%
Cc1ccc(C)c(NS(=O)(=O)c2ccc(NC(=O)CSc3ccc(Cl)cc3)cc2)c1	-16	18%	-19%	1%	-1%	0%[60.1 µM]	-10%	-4%	-6%
COc1ccc(CC(=O)NNC(=O)c2ccco2)cc1	1	114%[activator]	-5%	22%	?	-4%	-6%	-8%	-4%
CC(=O)Nc1ccc(SC[C@H](Cc2ccccc2)N2CCN(CC(C)C)CCC2=O)cc1	/	-7%	-13%	-5%	2%	-11%	7%	-1%	4%

Sorted by value in POLH inh (low to high): some entries from above
Molecule	POLH inh
Cc1ccc(C)c(NS(=O)(=O)c2ccc(NC(=O)CSc3ccc(Cl)cc3)cc2)c1	-19%
COc1ccc(-c2noc(-c3cc(C)cc(C)c3)n2)cc1OC	-6%
O=C(Nc1nnc(COc2ccc(Cl)cc2)s1)c1ccco1	-1%

Returning to the listing; the six compounds before the break are reprinted first.
molecule	RXFP1 antagonist	POLI inh	POLH inh	POLB inh	APEX1 inh	POLK inh	PGK inhibitor	BLM helicase inh	Apoferritin bind
COc1ccc(N=C2SC(C(=O)Nc3ccc4c(c3)OCO4)CC(=O)N2C)cc1 (stereo not given)	-6&-14	11%&-11%	-18%&-12%	-4%	-3%	-1%&0%	-10%	-4%	?
COc1ccc(-c2noc(-c3cc(C)cc(C)c3)n2)cc1OC	/	16%	-6%	-2%	0%	6%	-9%	-3%	-4%
O=C(CCN1C(=O)C2C3CCC(C3)C2C1=O)OCC(=O)c1cccc([N+](=O)[O-])c1 (stereo not given)	0	22%	-8%	22%	16%	-14%	-2%	2%	-16%
Cc1ccc(C)c(NS(=O)(=O)c2ccc(NC(=O)CSc3ccc(Cl)cc3)cc2)c1	-16	18%	-19%	1%	-1%	0%[60.1 µM]	-10%	-4%	-6%
COc1ccc(CC(=O)NNC(=O)c2ccco2)cc1	1	114%[activator]	-5%	22%	?	-4%	-6%	-8%	-4%
CC(=O)Nc1ccc(SC[C@H](Cc2ccccc2)N2CCN(CC(C)C)CCC2=O)cc1	/	-7%	-13%	-5%	2%	-11%	7%	-1%	4%
O=C(CCSCc1ccc(Cl)cc1)N1CCN(c2ccccc2F)CC1	-3	-10%	9%	4%	/	-7%[60.1 µM]	-4%	-11%	249%[activator]
O=C(CNCc1ccccc1Cl)Nc1ccc2c(c1)OCCO2	-4	58%	-12%	31%	?	9%	0%	0%	-13%
O=C(COC(=O)c1ccccn1)c1ccc(Br)cc1	9	6%	-13%	16%	0%	-3%	-2%	-1%	?
COc1ccc(NC(=O)COC(=O)c2ccc(S(=O)(=O)N(C)c3ccccc3OC)cc2)c(OC)c1	/	/	/	2%	-2%	/	/	0%	?
O=C(Nc1ccc(F)cc1)C(c1ccccc1)N1CCN(S(=O)(=O)c2ccc3ccccc3c2)CC1 (stereo not given)	-11	14%	-16%	32%	17%	-18%	0%	-9%	14%
CCc1ccccc1OCC(=O)Nc1ccc(N2CCCC2)cc1C	-6	29%	-20%	/	24%	5%	-1%	/	/
CCOc1ccc(NC(=O)CSc2nc3ccccc3nc2N2CCCC2)cc1	5	-27%	-6%	8%	-6%	-9%	-7%	0%	-3%
COc1ccc(CN(C)C(=S)Nc2ccc(Cl)cc2Cl)cc1	1	6%	-9%	27%	-3%	-25%	-1%	-3%	-9%
O=[N+]([O-])c1cccc(-c2ccc(C(=S)N3CCN(c4ccccc4)CC3)o2)c1	-13	45%[activator]	-19%	-10%	3%	-2%	-3%	1%	2%
Cc1ccc(NC(=O)C2C3CCCC2C3c2ccccc2)cc1C (stereo not given)	-26	2%	7%	8%	?	3%	-6%	-3%	-12%
O=C(CCN1CCN(c2ccccc2)CC1)Nc1ccccc1F	-7	7%	9%	-20%	-1%	1%	5%	-3%	-7%
CCOC(=O)N1CCC(N2CCN(Cc3ccccc3)C(CCO)C2)CC1 (stereo not given)	4	26%	-7%	22%	14%	-2%	i	1%	-6%
O=C(N1CCN(Cc2ccc3c(c2)OCO3)CC1)C12CC3CC(CC(C3)C1)C2	-13	-6%	-9%	-12%	1%	-6%[60.1 µM]	7%	0%	?
COCCCNC(=O)c1cnc2c(-c3ccc(F)cc3)c(C)nn2c1C	-14	-10%	5%	-19%	/	-14%	-6%	2%	-13%
CC1C(=O)N(Cc2ccccc2F)c2ccccc2N1C(=O)c1c(F)cccc1F (stereo not given)	-11	4%	-20%	27%	-12%	-3%	-9%	-9%	-11%

The list continues:
molecule	RXFP1 antagonist	POLI inh	POLH inh	POLB inh	APEX1 inh	POLK inh	PGK inhibitor	BLM helicase inh	Apoferritin bind
Brc1ccc(C2=Nn3c(nnc3-c3n[nH]c4c3CCC4)SC2)cc1	-20	-1%	-15%	-2%	1%	-13%	1%	2%	6%
C=CCOc1ccc(/C=C/C(=O)OCC(=O)NCc2cccc(OC)c2)cc1	-4	-5%	-12%	/	4%	-15%	-6%	/	/
O=C(O)c1ccccc1N/N=C/C1=C(N2CCOCC2)C(=C\c2ccccc2)/CC1	-15	14µM*	45µM*	?	-7%	?	-6%	-4%	-4%
CCCn1c(SCc2nc3sc(C)c(C)c3c(=O)[nH]2)nc2ccccc2c1=O	-10	-5%	-10%	22%	-7%	0%	0%	-2%	-11%
CC(C)C[C@H](NC(=O)[C@H](CC(C)C)NC(=O)[C@H](Cc1ccccc1)NC(=O)[C@@H](N)CO)C(=O)N[C@@H](CCCNC(=N)N)C(=O)N[C@@H](CC(N)=O)C(=O)N1CCC[C@H]1C(=O)N[C@@H](CC(N)=O)C(=O)N[C@@H](CC(=O)O)C(=O)N[C@@H](CCCCN)C(=O)N[C@@H](Cc1ccc(O)cc1)C(=O)N[C@@H](CCC(=O)O)C(=O)N1CCC[C@H]1C(=O)N[C@@H](Cc1ccccc1)C(=O)O	/	/	/	/	9%	13%[60.1 µM]	/	3%	6%
O=C(NCCN1CCN(c2cccc(Cl)c2)CC1)C1CCCN(S(=O)(=O)c2cnc[nH]2)C1 (stereo not given)	/	45%[activator]	-18%	34%	11%	-14%	-5%	0%	-14%
CC(=O)c1cccc(NC(=O)c2ccc(S(=O)(=O)N3CCCCC3)cc2)c1	-5	2%	-5%	2%	10%	-8%	-4%	-1%	3%
CC(C)(C)c1cn(-c2ccccc2)c(=S)[nH]1	-11	7%	5%	21%	-1%	-6%	1%	-2%	-15%
Cc1ccc(CNC(=O)c2ccc3c(=O)n4c(-c5ccc(C)cc5)csc4nc3c2)cc1	/	2%	-3%	2%	22%	-12%	9%	-3%	0%
Cc1ccc(S(=O)(=O)CC(=O)c2ccc([N+](=O)[O-])cc2)cc1	-3	-2%	-10%	2%	1%	-9%	-8%	-4%	-7%
Cc1cccc(N2CCN(C(=O)c3cccc(S(=O)(=O)N4CCc5ccccc5C4)c3)CC2C)c1 (stereo not given)	/	1%	-10%	3%	-6%	-8%	-2%	-5%	-2%
